Screening results deposited in PubChem by Broad Institute.
E-selectin induc – induces E-selectin expression in human endothelial cells; HUVEC E-selectin immunofluorescence imaging; normalized: neutral wells 0, TNF-alpha wells 100; 260,000 compounds, 0.37% hits; activation, % at 7.58 µM;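 active = mean E-selectin-positive cell signal at least 10% of the positive control, reached in at least 60% of replicates, without over 20% cell loss; inconclusive = no rule given, readout overlaps actives, possibly toxicity-flagged; inactive = the rest, including those meeting only one limit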;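 note: in these data hits start at about 27%; measured in HUVEC primary endothelial cells; signal is the percent of cells scored E-selectin positive by PE staining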
Target sequence (P16581 whole entry, looked up): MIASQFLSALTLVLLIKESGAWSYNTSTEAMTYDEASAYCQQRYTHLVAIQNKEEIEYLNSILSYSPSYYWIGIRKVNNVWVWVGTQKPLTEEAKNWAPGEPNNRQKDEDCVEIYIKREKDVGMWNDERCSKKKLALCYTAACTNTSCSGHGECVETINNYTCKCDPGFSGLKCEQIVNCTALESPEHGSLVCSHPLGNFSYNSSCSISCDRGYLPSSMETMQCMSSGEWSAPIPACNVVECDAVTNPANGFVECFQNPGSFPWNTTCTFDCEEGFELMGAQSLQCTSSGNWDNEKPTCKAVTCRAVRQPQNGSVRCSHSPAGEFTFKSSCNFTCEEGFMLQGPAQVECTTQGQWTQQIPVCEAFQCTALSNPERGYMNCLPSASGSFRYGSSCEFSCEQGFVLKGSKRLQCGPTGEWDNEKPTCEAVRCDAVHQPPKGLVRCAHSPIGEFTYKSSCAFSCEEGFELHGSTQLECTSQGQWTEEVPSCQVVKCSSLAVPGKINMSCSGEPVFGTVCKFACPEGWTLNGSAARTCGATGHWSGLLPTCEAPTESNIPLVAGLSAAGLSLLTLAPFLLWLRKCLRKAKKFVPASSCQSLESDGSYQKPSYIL
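Read-out: % PE-positive cells | Test system: HUVEC | Doses: One compound dose added by pin transfer | Buffer or medium: EGM-2 over gelatin coat | Signal: Immunofluorescence imaging | Benchmarks: TNF-alpha, DMSO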
RAD54 branch – blocks human RAD54 Holliday junction branch migration; 360,000 compounds, 0.14% hits; AID 602329; Q92698; inhibition, % at 10.4 µM; FAM/BHQ fluorescence;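 active = mean normalized replicate activity at least 40 and at least half of replicates scoring 40 or more; inconclusive = only one of the two criteria met; inactive = mean below 40 and under half of replicates reaching 40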;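 note: 0% = median of neutral control wells and 100% = median of positive control wells; inhibitors cause a drop in the FAM fluorescence signal; in these data hits start at about 50%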
Xi reactivation – X-chromosome reactivation activator; 360,000 compounds, 0.055% hits; XiGFP mouse fibroblasts, % GFP-positive cells imaging, 3 d; cells co-treated with 5-aza-dC sensitizer; scaled so ellipticine positive control = 100%; activation, % at 7.58 µM;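 active = mean normalized replicate activation at least 10% and every replicate at or above 10%; inconclusive = only one of the two criteria met; inactive = mean below 10% and not all replicates reach 10%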;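 note: 0% = median of on-plate neutral control wells and 100% = ellipticine 6 µM median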
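Material: SV40-immortalized XiGFP fibroblast cells, line 68-5-11 | Buffer or medium: DMEM containing 5-aza-dC | Dosing: One concentration, pinned | Times: 3 d treatment, 15 min room-temperature fixation | Controls: Ellipticine 6 µM positive control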
F508del corr – correctors of CFTR F508del function in bronchial epithelial cells. CFBE cells, YFP halide quenching; stimulated with forskolin plus potentiator P3; % fluorescence drop versus neutral controls. activity (quench increase), % at 7.58 µM. 350,000 compounds, 0.36% hits;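 active = mean added fluorescence quench of at least 8% versus neutral control, with both replicates also reaching 8%; inconclusive = only one of the mean or replicate conditions met; inactive = mean below 8% and not both replicates reaching 8%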;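 note: cells transiently co-express mutant CFTR-F508del with the halide-sensitive YFP; corrector assay measuring rescue of mutant channel to the surface after 24 h compound exposure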
INS-1E GSIS act – primary screen for activators of insulin secretion dependent on glucose, INS-1E cells, GLuc reporter luminescence. INS-1E GLuc reporter insulin secretion, 2-3 h. activation, % at 16.6 µM. 370,000 compounds, 0.61% hits. AID 743287;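 active = lowest replicate activation of at least 40%, so every replicate reaches that level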;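 note: 0% = median of neutral control wells and 100% = median of IBMX positive control wells; some compounds called inactive have numbers as strong as hits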
DENV2 CPE rescue – DENV2-induced cell death inhibition. AID 651640. 350,000 compounds, 1.7% hits. DENV2-infected cells, cytopathic effect rescue, plate reader. CPE inhibition, % at 9.99 µM; in the data active = CPE inhibition above about 20%, passing the limit was not always enough; inconclusive = no clear call, values can overlap the other calls; tested in BHK-21 cells;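 note: 0% = median of neutral control wells and 100% = median of positive control wells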
Casp6 inh – blocks human caspase-6 cleavage activity; 350,000 compounds, 0.53% hits; purified caspase-6, Z-VEID-R110 cleavage fluorescence; P55212; AID 686996; inhibition, % at 12.5 µM;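 active = mean inhibition across replicates at least about 35%, with every replicate also reaching that limit, limit read from the data; inconclusive = only one of the two criteria met; inactive = neither criterion met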;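 note: 0% = median of neutral control wells and 100% = no fluorescence left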
RAD52 inh – inhibitors of human RAD52 DNA annealing; 360,000 compounds, 0.46% hits; recombinant RAD52 DNA annealing, FRET fluorescence; inhibition, % at 18.7 µM;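 active = every replicate showing at least 50% inhibition; inconclusive = mean inhibition at least 50% but not in every replicate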
Target sequence (P43351 whole entry, looked up): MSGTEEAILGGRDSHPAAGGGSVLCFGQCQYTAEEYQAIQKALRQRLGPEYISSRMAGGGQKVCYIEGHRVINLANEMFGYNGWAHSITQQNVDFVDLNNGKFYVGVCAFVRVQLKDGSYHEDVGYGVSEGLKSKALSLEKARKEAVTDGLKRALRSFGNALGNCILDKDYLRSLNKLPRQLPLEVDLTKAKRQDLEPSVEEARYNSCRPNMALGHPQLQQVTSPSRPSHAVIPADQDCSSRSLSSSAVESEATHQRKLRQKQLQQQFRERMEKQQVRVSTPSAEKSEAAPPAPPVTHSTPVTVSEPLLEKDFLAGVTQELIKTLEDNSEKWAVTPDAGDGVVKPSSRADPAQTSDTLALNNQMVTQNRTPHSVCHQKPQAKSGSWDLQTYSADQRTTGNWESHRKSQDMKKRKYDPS
Starred values were filed as active, the others as inactive; ? = inconclusive; / = no result given; & = joins results of further samples. An unsorted share of the library. About 3.7% of those tested had a hit in this group.

Compound	RAD54 branch	Xi reactivation	E-selectin induc	F508del corr	Casp6 inh	INS-1E GSIS act	DENV2 CPE rescue	RAD52 inh
O=C(/C=C/c1ccc(Cl)cc1)Nc1ccc(CN2CCOCC2)cc1	/	0.0	/	1.3	0	-2	1	9
CN(C(=O)c1ccco1)c1nc(-c2ccccc2)cs1	7	0.0	0.3	-2.5	1	10	1	-10
COc1ccc(NC(=O)N(C)C[C@@H]2Oc3ccc(NS(=O)(=O)c4ccc(C)cc4)cc3CC(=O)N([C@H](C)CO)C[C@@H]2C)cc1	/	0.2	0.4	-2.1	/	-7	/	/
CN(C)C(CNC(=O)c1ccc(NS(=O)(=O)c2ccc3[nH]c(=O)[nH]c3c2)cc1)c1ccccc1 (centres undefined)	-3	0.2	0.9	2.0	1	2	?	-16
CC(C)NC(=O)Nc1ccc2c(c1)C(=O)N([C@@H](C)CO)C[C@H](C)[C@@H](CN(C)C(=O)NC1CCCCC1)OCCCC[C@H](C)O2	0	0.2	-0.4	0.5	0	-6	-1	9
COc1ccc(-n2ccnc2)cc1	-1	0.0	1.9	-0.4	-4	6	0	3
Nc1cccc2cc(-c3ccccc3)oc12	4	0.0	10	4.3	1	10	5	-5
O=C(C[C@H]1CC[C@@H](NC(=O)C2CCC2)[C@H](CO)O1)NC1CCC1	-6	-0.6	0.2	4.3	4	7	18	-8
S=c1[nH]nc(C2CCCCC2)o1	0	0.0	0.1	0.5	0	0	7	2
COc1ccccc1NC(=O)N(C)C[C@H]1OCc2cn(nn2)CCCC(=O)N([C@@H](C)CO)C[C@@H]1C	4&-2&-1	0.1&-0.2	0.0&0.2	0.1&-1.0&0.4	3&-4&1	0&1	-1&2&-1	-18&4&-1
Cc1cc(C)cc(OCC(=O)Nc2cc(NC(=O)COc3cc(C)cc(C)c3)cc(C(=O)O)c2)c1	-1	0.2	/	-0.9	13	-43	3	-11
COc1cc(C=O)ccc1OC(=O)c1ccc(C(C)C)cc1	8	0.0	0.7	0.4	5	-2	16	-1
CN(CC(=O)Nc1ccccc1Br)C(=O)CN1CCN(Cc2ccc(Cl)cc2)CC1	2	-0.1	/	-1.1	-4	18	16	2
CC(C)c1cn(CC[C@@H]2CC[C@H](NC(=O)C3CCC3)[C@@H](CO)O2)nn1	2	0.2	-0.5	-2.4	0	-21	-11	-11
C[C@H](CO)N1C[C@H](C)[C@H](CN(C)S(=O)(=O)c2ccccc2)Oc2c(NC(=O)NC3CCCCC3)cccc2C1=O	-2	-0.9	0.9	0.5	1	-14	-5	16
C[C@H](CO)N1C[C@H](C)[C@@H](CN(C)S(=O)(=O)c2ccc(Cl)cc2)OCCCC[C@H](C)Oc2ccc(NC(=O)Cc3ccccc3)cc2C1=O	4	-0.2	0.4	-0.8	4	-2	2	2
COc1ccc(S(=O)(=O)Nc2ccc(N3CCOCC3)cc2)cc1[N+](=O)[O-]	3	0.3	/	0.6	-3	5	-1	-6
C[C@H](CO)N1C[C@H](C)[C@H](CN(C)S(=O)(=O)c2cccc(F)c2)Oc2ncc(C#Cc3ccc(F)cc3)cc2C1=O	-13	-0.7	-0.2	4.0	-6	-20	6	4
C[C@H]1CN([C@@H](C)CO)C(=O)c2c(c3ccccc3n2C)-c2ccccc2CO[C@@H]1CN(C)C(=O)Nc1cccc(Cl)c1Cl	/	-0.3	-0.7	-8.7	0	-20	3	4
O=C(/C=C/Nc1ccc(Oc2ccccc2)cc1)c1ccco1	/	0.0	/	0.6	0	-17	-2	-20
O=C(OCc1ccc(Br)cc1)c1cccc(S(=O)(=O)N2CCCC2)c1	/	1.4	/	-1.4	-1	5	-3	1
O=C(O)c1ccccc1C(=O)c1ccc(Cl)cc1	/	-0.1	1.1	-0.1	-4	11	0	-17
CS(=O)(=O)Nc1ccc(C2=NN(S(=O)(=O)c3ccc(F)cc3)C(c3ccco3)C2)cc1 (centres undefined)	/	0.0	/	-3.7	2	9	-4	-228
NC(N)=NCCCC(NC(=O)c1ccccc1)C(=O)Nc1ccc([N+](=O)[O-])cc1 (centres undefined)	6	-0.1	-0.2	0.6	5	0	12	24
COc1cc(CNc2nc(C)c([N+](=O)[O-])c(C)c2C#N)cc(OC)c1OC	/	0.0	-0.4	5.0	-3	-36	4	-20
Cc1ccccc1-c1ccc(C2[C@H]3CNC[C@@H]2N3C(=O)Nc2ccc(F)cc2)cc1 (some centres undefined)	/	0.2&0.0	-0.1&0.3	-0.3&-3.1	0&0	-4&-6	2&1	23&-126
C[C@@H]1CN([C@H](C)CO)C(=O)c2cc(NS(=O)(=O)c3ccc(F)cc3)ccc2O[C@@H]1CN(C)C(=O)Nc1ccccc1	2	0.2	-0.1	-1.7	3	1	1	-13
CCN1CC(C)(C)N(C(=O)c2ccccc2)CC1(C)C	/	0.0	0.0	2.0	-2	/	-1	5
O=C(Cc1ccccc1)N1CC[C@H]2[C@H](CO)Nc3ccc(C#Cc4cccc(F)c4)cc3[C@H]21	/	0.0	0.0	-2.2	-1	-26	3	-3
COc1ccc(Br)cc1CNC(=O)CN1C(=O)C(c2ccccc2)Oc2cccnc21 (centres undefined)	-17	1.5	/	2.4	7	-11	-4	-24
CCCN(CCO)C1CCN(CCc2ccccc2)CC1	-4	0.4	0.0	0.9	-17	3	0	-9
CCN(C(=O)COC(=O)/C=C/c1c(C)nn(-c2ccccc2)c1C)c1c(N)n(Cc2ccccc2)c(=O)[nH]c1=O	2	0.0	1.0	10*	1	-1	-6	-25
COc1ccc(CC(=O)Nc2c(C(=O)N3CCN(c4ncccn4)CC3)oc3ccccc23)cc1OC	6	0.0	0.0	0.7	6	5	1	-6
COCCNc1nc2cc(-c3ccccc3OC)sc2c(=O)n1C	6	0.0	0.1	-1.1	6	47	?	-42
C[C@H](CO)N1C[C@H](C)[C@@H](CN(C)C(=O)c2ccccn2)Oc2cc(C#Cc3ccc(F)cc3)ccc2S1(=O)=O	13	0.0	4.1	-1.3	-3	-21	4	2
Cc1cccc(C(=O)OCc2cncs2)c1	-7	0.2	2.5	-0.7	-2	25	4	-4
C[C@@H]1CN([C@@H](C)CO)C(=O)Cc2cc(NS(=O)(=O)c3ccccc3)ccc2O[C@@H]1CN(C)CC1CCCCC1	-5	0.2	-0.4	-0.4	-1	4	-4	4
CCC(Sc1ccc2nnc(CCNS(=O)(=O)c3ccc(OC)cc3)n2n1)C(=O)OC (centres undefined)	/	-0.6	6.3	1.5	0	13	/	-18
COc1ccc(-c2csc(N(CCCN(C)C)C(=O)c3ccc(F)cc3)n2)cc1	10	0.0	/	1.2	-26	15	6	11
COc1ccc(C(=O)N/C(=C\c2ccccc2)C(=O)Nc2ccc(C(=O)NCC(=O)O)cc2)cc1	9	0.1	0.2	-0.7	0	19	-3	-2
CC1(C)CN(C2CCCCC2)C(=O)[C@H]1CC(=O)Nc1ccccc1	2	0.2	/	-1.7	-2	3	11	-9
CCOc1cccc(C(=O)NC(c2ccccc2)C(C)C)c1 (centres undefined)	6	-0.2	3.3	-1.5	-2	14	-1	-2
COc1cc2oc(=O)ccc2c(OC)c1CC(O)C(C)(C)O (centres undefined)	-9	0.2	0.3	0.1	-3	10	-8	-10
CN(C(=O)COc1ccc2c(-c3ccccc3)cc(=O)oc2c1)C1CCS(=O)(=O)C1 (centres undefined)	-6	-0.1	/	0.2	-1	1	2	-17
CC(=O)N(C)C[C@@H]1Oc2ncc(-c3ccc(C)cc3)cc2C(=O)N([C@@H](C)CO)C[C@H]1C	-1	-1.2	0.1	1.0	4	6	?	-3
CC(C)(CNC(=O)CC1C(=O)NCCN1Cc1cccc(F)c1F)N1CCOCC1 (centres undefined)	0	0.0	/	1.4	-5	4	-2	-26
CCc1nccn1CCC(=O)N1CCCC(Nc2ccc(C(C)C)cc2)C1 (centres undefined)	-8	0.2	0.2	0.9	-17	-36	3	0
c1ccc2c(OCCCCN3CCOCC3)cccc2c1	1	0.0	/	-0.7	-4	11	12	-3
COc1ccccc1Nc1nc(-c2sc(NC(=O)c3ccco3)nc2C)cs1	-11	0.1	-0.1	-1.5	1	0	?	-20
C[C@@H]1CN([C@H](C)CO)C(=O)c2cc(C#CC3CC3)cnc2O[C@@H]1CN(C)Cc1ccccc1C(=O)O	6	0.3	-0.2	-1.1	-2	-6	?	-5
Cc1ccc(NS(=O)(=O)c2c(C)[nH]c(=O)[nH]c2=O)c(C)c1	-11	0.0	-0.2	2.3	1	12	0	-13
CO[C@@H]1CN(C)C(=O)c2cc(NC(=O)c3ccccc3)ccc2OC[C@H](C)NC[C@H]1C	5	0.3	-0.1	-2.8	-2	8	14	-15
CC1(O)CC(c2ccc(Cl)cc2)=NN1C(=O)c1ccc([N+](=O)[O-])cc1 (centres undefined)	/	0.0	/	1.5	-1	-1	2	-1
Clc1ccc(/C=C\c2nccc3c2[nH]c2ccccc23)cc1	/	-0.1	/	1.4	0	5	-3	-161
COC(=O)C1CCN(C(=O)CN2C(=O)NC3(CCC(C)CC3)C2=O)CC1 (centres undefined)	/	-0.1	-0.1	3.5	-3	3	6	-8
COc1ccc(CNC(=O)CNC(=O)c2sc3ccccc3c2Cl)cc1OC	/	0.1	-0.2	-1.0	0	7	?	1
C[C@@H]1CN([C@@H](C)CO)S(=O)(=O)c2ccc(C3=CCCCC3)cc2O[C@@H]1CN(C)Cc1ccncc1	6	-0.8	-0.1	1.5	0	0	-4	9
CC1Cc2ccccc2N1S(=O)(=O)c1cccc(C(=O)OCC(=O)N2CCOCC2)c1 (centres undefined)	7	0.5	2.1	2.2	3	-15	0	-12
COC(=O)c1ccccc1NC(=O)CSc1nc2ccsc2c(=O)n1CCCCC(=O)O	-8	0.1	-0.5	0.8	9	/	7	4
CC(C)C1C(=O)N(Cc2cn(CCC3OCCO3)nn2)CCS(=O)(=O)N1Cc1ccc(-c2cccc(N(C)C)c2)cc1 (centres undefined)	3	0.1	-0.1	5.1	-1	9	-1	-9

The results go on.
Compound	RAD54 branch	Xi reactivation	E-selectin induc	F508del corr	Casp6 inh	INS-1E GSIS act	DENV2 CPE rescue	RAD52 inh
CO[C@@H]1CN(C)C(=O)c2ccc(NC(=O)C3CC3)cc2OC[C@@H](C)N(C(C)=O)C[C@@H]1C	-1	0.0	0.0	1.1	-1	2	?	-6
COc1ccc(CNCc2ccc(C)cc2)c(OC)c1	0	0.3	/	-0.6	-1	-5	6	0
O=c1[nH]nc(-c2ccc(F)cc2)cc1-c1ccccc1	-5	0.0	/	-4.9	2	41	9	-4
Cc1c(C(=O)OCC(=O)NC2CCCCC2)oc2ccccc12	3	0.0	/	-1.4	-1	4	-5	-1
COc1ccccc1NC(=S)NNC(=O)c1ccncc1	-7	0.2	/	/	-2	8	10	-13
Oc1ccc2ccccc2c1CNn1cnnc1	-11	/	/	/	1	-2	/	-15
COc1ccccc1NC(=O)CN1CCN(CC(=O)Nc2ccc(F)cc2F)CC1	9	0.0	/	-1.3	0	6	-3	-2
